S2 tox = reduces viability in counter-screen for ATXN expression inhibitors | S2 cells (HEK-293 line with an ATXN2-luciferase reporter) viability, CellTiter-Fluor protease fluorescence, 24 h | Potency, µM (top dose mostly 56.7 µM), usual class: cytotoxic | 400,000 compounds, 0.49% hits; further: potency means the concentration at half of the fitted maximal effect; nearly all actives have a fitted effect of over 40% in size
MCF10A rereplic = induces DNA re-replication in MCF 10a normal breast cells; MCF 10A DNA re-replication, Hoechst nuclear intensity, 48 h; Potency, µM (titrated, usually from 46.1 µM), for the others: top-dose activity, positive = re-replication, hits mostly activators; 350,000 compounds, 2.9% hits; further: potency means the concentration at half of the fitted maximal effect; % of control where 0% means no effect; nearly all actives have a fitted effect of over 50% in size
HepG2 viability = counter-screen for TGF-b inhibitors: cytotoxicity in HepG2 cells | HepG2 CAGA-GFP viability, ATP luminescence, 18 h | Potency, µM (titrated, usually from 46.1 µM), for the others: at the highest dose activity change, negative = cytotoxicity, hits mostly cytotoxic | 410,000 compounds, 0.76% hits | AID 588856; further: potency means the concentration at half of the fitted maximal effect; some results filed as inactive show a strong effect at the top dose
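CellTiter-Glo luminescence gave cytotoxicity after 18 hours at 37 degrees C. The cells were HepG2 CAGA-GFP in 1% FBS DMEM, stimulated with 500 pg/mL TGF-beta after compound addition. %Activity was normalised to no-cell wells (complete cell-killing) and DMSO (no toxicity), and curves were fitted and classified.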
A549 viability = A549 cytotoxicity, counter-screen for Nrf2 inhibitors. A549 ARE-Fluc cells, CellTiter-Fluor viability, 18-24 h. Potency, µM (series often up to 46 µM), inactives show at the top dose activity change, negative = cytotoxicity, actives largely listed as inhibitors. 390,000 compounds, 0.16% hits; further: potency means the concentration at half of the fitted maximal effect; on the % scale 0 is the no-effect control and ±100 the full control effect
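Cytotoxicity counterscreen: CellTiter-Fluor fluorescence was measured in A549 ARE_Fluc cells after 18-24 h of compound exposure in a concentration series. The subsequent BugLite luminescent read reports ARE-luciferase activity.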
IL-1B inflam inh = blocks inflammasome-driven IL-1 beta release; THP-1 LPS/ATP IL-1B secretion, AlphaLISA, 16 h; stronger effect = lower value; activity change, % at 57.5 µM; 360,000 compounds, 4.7% hits; AID 743279; in the data active means activity change below about -50%; inconclusive means mostly about -30% to -49%; further: on the % scale 0 is the no-effect control and ±100 the full control effect
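Secreted IL-1B measured by AlphaLISA bead assay after 16 h compound exposure of THP-1 cells; compounds (final up to 57.5 uM) added 1 h before LPS (250 ng/mL) and ATP (1.25 mM) stimulation; lower signal means less secretion.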
Nrf2 inh = blocks Nrf2 signaling; Potency, µM (highest dose often 46 µM), inactives show top-dose activity change, negative = inhibition, actives largely listed as inhibitors; 360,000 compounds, 2.1% hits; A549 ARE-Fluc reporter, luciferase luminescence, 18-24 h; further: potency means the concentration at half of the fitted maximal effect; on the % scale 0 is the no-effect control and ±100 the full control effect; nearly all actives have a fitted effect of over 60% in size
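Quantitative HTS in A549 cells stably bearing an antioxidant response element-firefly luciferase construct. Inhibition of Nrf2-driven transcription was scored by luminescence after 18-24 h of compound exposure at 37 °C.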
TGFb SMAD3 inh = inhibitors of TGF-b signaling. HepG2 CAGA-GFP TGF-b/SMAD3 reporter, GFP fluorescence, 18 h; TGF-beta stimulated, 500 pg/mL final. Potency, µM (series often up to 46.1 µM), without a hit: top-dose activity, negative = inhibition, hits mostly inhibitors. 410,000 compounds, 1.2% hits; further: potency means the concentration at half of the fitted maximal effect; on the % scale 0 is the no-effect control and ±100 the full control effect; nearly all actives have a fitted effect of over 65% in size
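GFP signal (ex488/em500-530) from TGF-beta-stimulated HEPG2 CAGA-GFP cells, 500 pg/mL final, 18 h at 37 degrees C in DMEM plus 1% FBS, normalized to unstimulated and DMSO-stimulated controls.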
Nrf2 activator = activates Nrf2 signaling. Potency, µM (doses to about 46.1 µM), without a hit: at the highest dose activation, most hits filed as activators. AREc32 ARE-luciferase reporter (MCF7-derived line), luminescence, 24 h. 410,000 compounds, 0.31% hits. AID 624171; further: potency means the concentration at half of the fitted maximal effect; % of control where 0% means no effect; nearly all actives have a fitted effect of over 65% in size
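ARE-driven firefly luciferase activity in AREc32 cells measured after a 24 hr compound exposure at 37 deg C, using Steady-Glo reagent and a 30 min room-temperature hold.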
ATXN2 expr inh = reduces ATXN2 reporter expression in HEK-293 cells | HEK-293 ATXN2-luciferase reporter, luminescence, 24 h | Potency, µM (titrated, usually from 57 µM), without a hit: at the top dose activity change, negative = inhibition, usual class: inhibitors | 360,000 compounds, 0.72% hits | AID 1745845; further: potency means the concentration at half of the fitted maximal effect; on the % scale 0 is the no-effect control and ±100 the full control effect; nearly all actives have a fitted effect of over 55% in size
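ATXN2-luciferase reporter cells (luciferase flanked by upstream and downstream ATXN2 gene portions) were treated 24 h at 37 °C with compounds at up to 57 uM. SteadyGlo luminescence gave expression; GF-AFC fluorescence gave viability.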
* marks the source's active call; other numbers are inactive results; i = inactive; u = inconclusive; x = not tested or not shown; [ ] = another dose, or the depositor's remark. Unless noted, the call rests on the fitted dose curve; in most records, active means well fitted curve in the direction sought with a large enough effect; inconclusive means small, poorly fitted or top-dose-only effect, or another doubt; inactive means no such curve, though single readings can be large; an effect the other way counts as inactive or inconclusive.

(1) OC(CNC1Cc2ccccc2C1)COc1ccc(F)cc1 (stereo unspecified)
(2) COc1ccc(Cc2nc3ccc(C(=O)NCc4ncc(C)[nH]4)cc3o2)cc1OC
(3) NC1=NC(c2ccccc2)=NC1(NC(=O)c1ccccc1)C(Cl)Cl (stereo unspecified)
(4) CS(=O)(=O)N(CC(=O)Nc1ccc2c(c1)OCO2)c1ccccc1
(5) O=C(CN1CCCC1)Nc1ccc(OCc2ccccc2)cc1
(6) CCCc1cc(=O)oc2c(C)c(OCC(=O)NCCN3CCOCC3)ccc12

Assay by compound	1	2	3	4	5	6
S2 tox	i	i	i	i	i	i
MCF10A rereplic	0%	4%	-10%	21µM*	18%	0%
HepG2 viability	-23%	9%	-23%	-33%	-19%	-27%
A549 viability	6%	12%	-1%	-2%	20%	7%
IL-1B inflam inh	u	0	4	-11	u	10
Nrf2 inh	1%	4%	11%	13%	3%	3%
TGFb SMAD3 inh	-8%	7%	0%	-9%	-29%	2%
Nrf2 activator	-0.1%	-0.8%	9.3%	0.4%	-0.3%	-0.3%
ATXN2 expr inh	-19%	19%	-4%	-1%	x	-4%

Overlap with the part before: two entries, then new ones.
(5) O=C(CN1CCCC1)Nc1ccc(OCc2ccccc2)cc1
(6) CCCc1cc(=O)oc2c(C)c(OCC(=O)NCCN3CCOCC3)ccc12
(7) Cc1cc(S(=O)(=O)Nc2ccc(C(=O)NCC(c3ccco3)N(C)C)cc2)ccc1F (stereo unspecified)
(8) Cc1ccc(CO/N=C/c2c(O)cc(C)oc2=O)cc1
(9) CC(=O)c1ccccc1Oc1cc(NN2CCCCC2)c([N+](=O)[O-])cc1[N+](=O)[O-]
(10) O=C(CCn1c(=O)oc2ccccc21)N(Cc1ccccc1)c1ccccc1
(11) O=C(Nc1ccccn1)c1cc(-c2cccnc2)nc2ccc(Br)cc12
(12) O=C(O)c1ccc(COc2c(F)c(F)cc(F)c2F)o1

Assay by compound	5	6	7	8	9	10	11	12
S2 tox	i	i	u	i	i	u	u	i
MCF10A rereplic	18%	0%	7%	17%	-4%	-1%	u	0%
HepG2 viability	-19%	-27%	2%	-4%	-32%	-15%	-18%	19%
A549 viability	20%	7%	0%	1%	-19%	5%	-15%	0%
IL-1B inflam inh	u	10	12	-15	3	-18	9	-6
Nrf2 inh	3%	3%	-6%	14%	26µM*	6%	u	12%
TGFb SMAD3 inh	-29%	2%	u	2%	-17%	3%	0%	3%
Nrf2 activator	-0.3%	-0.3%	-0.7%	0.1%	1.3%	-0.1%	-0.1%	-0.2%
ATXN2 expr inh	x	-4%	6%	-3%	-1%	-18%	u	1%

(13) O=[N+]([O-])c1ccc2c(c1)nc1n2CCN(CC2CCCO2)C1 (stereo unspecified)
(14) O=C1CC(c2ccco2)CC2=C1C(c1ccc(O)cc1)n1nc(C(F)(F)F)nc1N2 (stereo unspecified)
(15) Cc1cc(C)cc(OCC(=O)NCC2(N3CCOCC3)CCCCC2)c1
(16) COc1ccc(C(=O)Nc2ccc(CN3CCCCC3)cc2)cc1
(17) Cc1cccc(CCNC(=O)c2cc3c(s2)-c2c(C)cccc2OC3)c1
(18) N#CCCN(C(=O)COC(=O)CCc1ccccc1)c1ccccc1

Assay by compound	13	14	15	16	17	18
S2 tox	i	x	x	i	i	i
MCF10A rereplic	-2%	x	x	5%	x	0%
HepG2 viability	-15%	-27%	-20%	1%	-1%	2%
A549 viability	-3%	-6%	0%	-3%	7%	1%
IL-1B inflam inh	10	x	x	-7	x	-10
Nrf2 inh	16%	-16%	25%	3%	u	0%
TGFb SMAD3 inh	0%	1%	-3%	-22%	1%	-4%
Nrf2 activator	4.4%	x	5.4%	-0.1%	2.2%	-0.1%
ATXN2 expr inh	8%	x	x	-8%	1%	0%

(19) O=C(COC(=O)c1cc(Cl)nc(Cl)c1)NCCc1ccc(F)cc1
(20) COCCCNC(=O)N1c2ccccc2Sc2ccccc21
(21) O=C(Cn1ncc2c(=O)oc3ccccc3c21)NCc1ccccc1Cl
(22) COc1ccc(C2(c3ccc(OC)cc3)NC(=O)N(CC(=O)Nc3ccccc3C(F)(F)F)C2=O)cc1
(23) CSc1ccc(CCNC(=O)CCc2nnc3ccc(NCCCN4CCCC4=O)nn23)cc1
(24) O=C(c1ccc(NC2=NC3CS(=O)(=O)CC3S2)cc1)N1CCN(Cc2ccccc2)CC1 (stereo unspecified)

Assay by compound	19	20	21	22	23	24
S2 tox	i	i	i	i	i	i
MCF10A rereplic	-2%	6%	x	11%	u	6%
HepG2 viability	-7%	0%	-12%	-2%	-15%	-17%
A549 viability	-7%	0%	3%	-9%	-9%	7%
IL-1B inflam inh	12	-7	x	-8	-6	-23
Nrf2 inh	8%	5%	-3%	-4%	3%	0%
TGFb SMAD3 inh	1%	0%	-31%	4%	-1%	-17%
Nrf2 activator	-0.2%	-0.1%	-0.5%	0.1%	-0.6%	-0.3%
ATXN2 expr inh	x	3%	2%	2%	x	-6%

Nrf2 inh, hit marks shown above.
| No. | smiles | IL-1B inflam inh | Nrf2 inh | Nrf2 activator |
| --- | --- | --- | --- | --- |
| 9 | CC(=O)c1ccccc1Oc1cc(NN2CCCCC2)c([N+](=O)[O-])cc1[N+](=O)[O-] | 3 | 26µM* | 1.3% |

Continued.
(25) C=CCN1C(=O)/C(=C2/Sc3ccc(OC)cc3N2C)SC1=Nc1ccccc1
(26) O=C(O)c1ccccc1C(=O)NC1Cc2ccccc2C1
(27) CCOc1ccc(/C=C2\SC(=S)NC2=O)cc1OC
(28) O=C(c1cccs1)N1CCc2ccccc21
(29) CCOc1ccc(Cc2nc(C)c(CC(=O)N3CCOCC3)c(=O)[nH]2)cc1
(30) CC(C(=O)NC(=O)NC1CCCCC1)N(C)CC(=O)Nc1ccc(F)c(F)c1F (stereo unspecified)

Assay by compound	25	26	27	28	29	30
S2 tox	i	i	u	i	u	i
MCF10A rereplic	u	0%	1%	1%	-1%	8%
HepG2 viability	4%	-18%	-18%	6%	13%	-11%
A549 viability	-9%	0%	-19%	2%	-7%	-5%
IL-1B inflam inh	19	-5	11	0	0	-14
Nrf2 inh	7%	-8%	-11%	u	0%	u
TGFb SMAD3 inh	-2%	0%	15%	-22%	32%	u
Nrf2 activator	-0.3%	-1.6%	18%	u	0.5%	0.2%
ATXN2 expr inh	x	-2%	25%	44%[activator]	1%	-24%

(31) O=C(NCCCCNCCCNC(=O)c1ccccc1)c1ccccc1
(32) O=C(CCNS(=O)(=O)c1ccccc1F)OCc1ccccc1Cl
(33) O=C(CSc1n[nH]c(-c2ccccc2F)n1)Nc1cc(F)ccc1F
(34) CCc1ccccc1NC(=O)CN(Cc1ccccc1)S(=O)(=O)c1ccc(Br)cc1
(35) O=C1NC(=Nc2ccc(O)cc2)S/C1=C\C=C\c1ccco1
(36) O=C(CNc1cc([N+](=O)[O-])ccc1NCCO)Nc1cccc(S(=O)(=O)N2CCCCC2)c1

Assay by compound	31	32	33	34	35	36
S2 tox	i	i	i	i	u	i
MCF10A rereplic	-6%	-4%	-6%	x	u	u
HepG2 viability	-15%	-2%	-2%	-52%	2%	-36%
A549 viability	2%	1%	-2%	7%	-8%	-11%
IL-1B inflam inh	6	-6	17	x	98	-21
Nrf2 inh	-6%	19%	-1%	-11%	-9%	-21%
TGFb SMAD3 inh	-7%	19%	-18%	u	u	u
Nrf2 activator	0.5%	2.4%	0.2%	5.2%	u	2.9%
ATXN2 expr inh	-1%	3%	-11%	-25%	-2%	-20%

(37) CCCCOC(=O)C1CCCC(C(=O)OCCCC)N1 (stereo unspecified)
(38) S=C(Cc1ccc(Cl)cc1)N1CCOCC1
(39) CCCC(=O)N1CCC1(C)C(=O)NS(=O)(=O)c1cc(C)ccc1F (stereo unspecified)
(40) O=C(NC(CO)C(O)c1ccc([N+](=O)[O-])cc1)C(Cl)Cl (stereo unspecified)
(41) COc1ccc(CCN2C(=O)CCC2(C)c2nnnn2Cc2ccccc2)cc1OC (stereo unspecified)
(42) CC1(Oc2ccc3ccccc3c2)CCN(Cc2ccc(OC(F)(F)F)cc2)C1 (stereo unspecified)

Assay by compound	37	38	39	40	41	42
S2 tox	i	i	i	i	i	i
MCF10A rereplic	-4%	7%	x	u	x	x
HepG2 viability	11%	-7%	1%	1%	x	-6%
A549 viability	4%	2%	x	-3%	x	x
IL-1B inflam inh	10	3	-3	12	17	0
Nrf2 inh	x	-4%	x	-4%	x	x
TGFb SMAD3 inh	26%	-9%	2%	5%	x	0%
Nrf2 activator	-0.6%	2.4%	-2.1%	0.1%	0.2%	-0.4%
ATXN2 expr inh	4%	-9%	-5%	-15%	5%	2%

(43) COc1ccc(C(CC(=O)Nc2ccc(C)c(C)c2)N2Cc3ccccc3C2=O)cc1OC (stereo unspecified)
(44) COC(=O)c1c(NC(=O)Cc2coc3cc(C)ccc23)sc2c1CCCC2
(45) FC(F)(F)c1ccc(Cl)c(-n2c(-c3cc(C4CC4)[nH]n3)n[nH]c2=S)c1
(46) Nc1cc(Cl)ccc1Oc1ccc2ccccc2c1
(47) CN(C)c1ccc(C(C(=O)NCC2CCCO2)N(C(=O)c2snc(C(N)=O)c2N)c2ccc3c(c2)OCO3)cc1 (stereo unspecified)

Assay by compound	43	44	45	46	47
S2 tox	i	i	x	i	i
MCF10A rereplic	x	x	-1%	21%	-3%
HepG2 viability	-20%	-7%	-12%	-16%	-9%
A549 viability	-14%	17%	-2%	1%	-6%
IL-1B inflam inh	x	x	24	-10	-66*
Nrf2 inh	-25%	-29%	-18%	u	-12%
TGFb SMAD3 inh	-13%	18%	-13%	u	6%
Nrf2 activator	6.8%	0.2%	5.9%	3.4%	-0.1%
ATXN2 expr inh	2%	15%	-16%	89%[activator]	27%

Screens deposited in PubChem BioAssay by National Center for Advancing Translational Sciences (NCATS).
